KCNK3 block: human KCNK3 channel inhibition, primary screen; O14649; CHO-KCNK3 thallium flux, FluxOR fluorescence; hits give low values; B-score at 10 µM; hit rate 0.84% among 340,000; AID 602410;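 active means B-score under library mean minus 4 SD, starting fluorescence ratio at most library mean plus 5 SD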;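 further: more negative B-score means stronger inhibition of thallium flux through KCNK3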
Target sequence (O14649 whole entry, looked up): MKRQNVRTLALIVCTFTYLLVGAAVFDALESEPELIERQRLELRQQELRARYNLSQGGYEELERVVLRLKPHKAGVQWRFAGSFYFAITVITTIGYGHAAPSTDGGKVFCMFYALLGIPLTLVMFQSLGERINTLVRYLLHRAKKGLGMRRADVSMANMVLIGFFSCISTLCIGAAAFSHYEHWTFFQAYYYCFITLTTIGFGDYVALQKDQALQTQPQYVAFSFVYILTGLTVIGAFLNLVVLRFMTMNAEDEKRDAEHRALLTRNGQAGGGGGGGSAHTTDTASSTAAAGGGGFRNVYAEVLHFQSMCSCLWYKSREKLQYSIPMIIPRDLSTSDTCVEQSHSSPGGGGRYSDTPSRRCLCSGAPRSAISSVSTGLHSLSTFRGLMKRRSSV
TMEM16A inh: blocks the mouse calcium-activated chloride channel TMEM16A | Q8BHY3 | HEK293 TMEM16A/YFP iodide influx fluorescence, ionomycin | normalized B-score (activity score, 25-100; higher = stronger inhibition) at 10 µM | hit rate 1.2% among 310,000 | AID 588511;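 active means ratio plate-corrected score three or more library SD toward inhibition, starting fluorescence score within five deviations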;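 further: score derived from kinetic fluorescence span divided by baseline fluorescence per well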
MrgX1 agonist: agonists of human MrgX1 receptor | B-score at 10 µM | hit rate 0.44% among 310,000 | MrgX1-HEK293 cells, Fluo-4 calcium fluorescence, agonist mode; hits give high values | Q96LB2;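 active means calcium response B-score plate-corrected fluorescence ratio at least 3 library SD, with starting fluorescence B-score inside 5 SD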
Target sequence (Q96LB2 whole entry, looked up): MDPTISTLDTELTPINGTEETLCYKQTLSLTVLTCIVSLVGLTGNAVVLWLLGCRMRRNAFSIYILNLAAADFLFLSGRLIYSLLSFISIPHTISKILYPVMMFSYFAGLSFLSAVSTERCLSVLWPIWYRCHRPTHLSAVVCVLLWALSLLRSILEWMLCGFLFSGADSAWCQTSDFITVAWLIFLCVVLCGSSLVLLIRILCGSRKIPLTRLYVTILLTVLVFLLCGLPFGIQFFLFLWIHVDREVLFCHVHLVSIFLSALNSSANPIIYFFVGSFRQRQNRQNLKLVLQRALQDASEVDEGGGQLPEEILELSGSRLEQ
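Material: MrgX1-expressing HEK293 cells; input: 15,000 cells per well; doses: test compound given as first of three sequential additions; schedule: overnight plating before 1 h dye loading; technique: Fluo-4 NW calcium-flux fluorescence, kinetic read; evaluation: baseline-normalised fluorescence change ratio, B-scored; control set: plate-wise positive and negative controls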
ANO1 activ: activators or potentiators of mouse TMEM16A chloride channel; HEK293 TMEM16A/YFP-H148Q/I152L, iodide quench fluorescence; hits give low values; B-score at 10 µM; hit rate 0.3% among 340,000;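 active means fluorescence-ratio B-score plate-corrected deviation score at least 3 library SD below zero, with starting fluorescence score within 5 deviations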;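 further: channel opened by trigger with iodide after compound preincubation; score built on the fluorescence ratio of max minus min over baseline; more negative score means more quench and so TMEM16A activation or potentiation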
KCNQ1 pot: human KCNQ1 channel potentiation or activation | CHO-K1 KCNQ1, thallium flux FluxOR fluorescence; hits give high values | B-score at 10 µM | P51787 | hit rate 0.35% among 310,000 | AID 2648;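 active means fluorescence ratio B-score, a plate-corrected score, at least three library SD, with initial intensity B-score within 5 SD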
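Assay system: stable KCNQ1 CHO-K1 line; medium: assay buffer, equal DMSO in all wells; timing: 90 min dye loading and 20 min compound exposure, both at room temperature; technique: kinetic FluxOR thallium fluorescence, 10-s 1-Hz baseline, 110-s post-stimulus read; read-out basis: B score of baseline-normalized fluorescence ratio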
KCNQ1 inh: human KCNQ1 channel inhibition; B-score at 10 µM; hit rate 1.3% among 310,000; CHO-K1 KCNQ1, FluxOR thallium flux fluorescence; hits give high values; P51787;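 active means compounds whose thallium flux B-score, printed positive for inhibition, exceeds three library SD while starting fluorescence stays within three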;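 further: channel opened by potassium depolarization with thallium stimulus after 20 min compound exposure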
RGS4 pot: potentiators or activators of RGS4. HEK293 M3R/inducible RGS4, carbachol calcium flux Fluo4; hits give low values. B-score at 10 µM. hit rate 0.92% among 310,000. AID 463111;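 active means B-score of the integrated calcium signal more than 4 SD below the library mean, with starting fluorescence not abnormally high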;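 further: negative B-score means reduced calcium response which marks RGS4 activation or potentiation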
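Also added: carbachol at ECmax as muscarinic agonist stimulus; Assay system: HEK293 cells with stable M3R and inducible RGS4; Timing: overnight RGS4 induction, 30 min dye load 37 °C, 20 min compound RT; Measured by: Fluo4-AM (2 µM) calcium-flux fluorescence, kinetic read.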
RGS4 block: human RGS4 inhibition. P49798. HEK293 M3R/RGS4 inducible, Fluo-4 calcium flux; hits give high values; triggered by carbachol at its EC20. B-score at 10 µM. hit rate 0.45% among 310,000;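 active means B-score, a plate-corrected calcium signal, over three deviations above library mean, with baseline fluorescence within five deviations of library mean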;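 further: RGS4 expression induced by doxycycline in cells with stable M3 receptor; B-score is computed from the integrated fluorescence ratio over baseline after carbachol; higher B-score means a larger calcium signal and so more RGS4 inhibition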
Target sequence (P49798 whole entry, looked up): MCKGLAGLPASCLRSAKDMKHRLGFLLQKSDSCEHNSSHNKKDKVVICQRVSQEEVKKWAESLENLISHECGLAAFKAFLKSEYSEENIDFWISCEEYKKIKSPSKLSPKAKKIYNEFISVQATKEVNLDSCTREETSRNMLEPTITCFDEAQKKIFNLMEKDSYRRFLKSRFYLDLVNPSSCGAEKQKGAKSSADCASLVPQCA
hERG protect: compounds protecting human hERG from proarrhythmic drug block | CHO-hERG, FluxOR thallium flux, dofetilide IC70 present | Q12809 | AID 1511 | hit rate 0.51% among 310,000 | activation (rescue from dofetilide block), less the hit threshold, % at 10 µM;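 active means activation above the mean of controls blocked by dofetilide plus 5 SD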;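 further: thallium influx through hERG after potassium depolarization seen as dye fluorescence rise; in these data hits start at about 4.7%; inactives centre near -7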
MrgX1 allo act: allosterically activates human MrgX1 receptor signaling; hit rate 0.63% among 310,000; MrgX1-HEK293, Fluo-4 calcium flux, FDSS; hits give high values; AID 588675; B-score at 10 µM; Q96LB2;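 active means plate-corrected calcium response at least 3 library SD above typical, normal starting fluorescence, not activating the receptor alone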;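 further: compound read alongside a low EC10 to EC30 dose of BAM8-22 agonist; peak minus trough fluorescence over baseline measured at the second addition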
KCNK9 inh: human KCNK9 channel inhibition | HEK293 KCNK9, FluxOR thallium flux fluorescence; hits give low values | hit rate 1.2% among 310,000 | AID 488922 | B-score at 10 µM | Q9NPC2;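 active means ratio B-score over 3 SD below the library mean, with starting fluorescence within 5 SD of its mean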;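 further: negative B-score means less thallium flux so channel inhibition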
Starred values were filed as active, the others as inactive; i = inactive; . = not tested or not shown. This is a random part of the collection. Share with any hit: about 6.3%.

SMILES	KCNK3 block	TMEM16A inh	MrgX1 agonist	ANO1 activ	KCNQ1 pot	KCNQ1 inh	RGS4 pot	RGS4 block	hERG protect	MrgX1 allo act	KCNK9 inh
CCOC(=O)c1ccc(-c2ccc3c(=O)c4ccccc4n(C)c3c2)cc1F	i	i	i	i	i	i	i	i	-10	i	i
O=C(Cc1cccs1)Nc1nc(-c2cccnc2)cs1	i	i	i	i	i	i	i	i	-10	i	i
CS(=O)(=O)N(CCC#N)Cc1ccc(C=O)o1	i	i	i	i	i	i	i	i	-4	i	i
O=C(O)c1cccc(NS(=O)(=O)c2cc(S(=O)(=O)c3ccc(Cl)cc3)ccc2Cl)c1	i	i	i	i	i	i	i	i	-3	i	i
CC(C)(C)NCc1ccccc1OCc1cccs1	i	i	i	i	i	i	i	i	-9	i	i
CCc1cc(=O)oc2cc(C)cc(OCC(=O)NCCCn3ccnc3)c12	i	i	i	i	i	i	i	i	-5	i	i
COc1cc(C(=O)Nc2ccc3c(c2)CCN3C(C)=O)cc(OC)c1OC	i	i	i	i	i	i	i	i	-9	i	i
Cc1noc(C)c1S(=O)(=O)Nc1ccc(C(=O)Nc2ccc(OC(F)(F)F)cc2)cc1	i	i	i	i	i	i	i	i	-8	i	i
CCc1nc(SCC(=O)NCCc2ccccc2)c2oc3ccccc3c2n1	i	i	i	i	i	i	i	i	-10	i	i
CCCn1ncc(CN2CCC(CO)(CC3CCCCO3)CC2)c1C (configuration not stated)	i	i	i	i	i	i	i	i	-12	i	i
c1ccc(SCCOCCN2CCc3ccccc3C2)cc1	i	i	i	i	i	i	i	i	-11	i	i
c1ccc(CCn2nnnc2C(c2cccnc2)N2CCN(c3ccccc3)CC2)cc1 (configuration not stated)	i	i	i	.	i	i	i	i	-12	i	i
COC(=O)C1=C(C(=O)OC)[C@@H]2N(Cc3ccccc3)c3ccccc3[C@@]23C[C@@H](C(=O)OC)N(C(=O)c2ccc(Br)cc2)C3=N1	i	i	i	i	i	i	i	i	-6	i	i
CCN(C(=O)COC(=O)c1cc(-c2ccc3cc(OC)ccc3c2)nc2ccccc12)C1CCS(=O)(=O)C1 (configuration not stated)	.	i	i	.	i	i	i	i	-12	i	i
O=c1cc(C(F)(F)F)[nH]c(=O)n1C1CCCCC1	i	25*	i	i	i	i	i	i	-9	i	i
Cc1cc(NC(=O)CSc2nnnn2-c2cc(Cl)ccc2C)no1	i	i	i	i	i	i	i	i	-3	i	i
O=C(CCS(=O)(=O)c1ccccc1)Nc1nc(-c2cccs2)cs1	i	i	i	-7.9*	i	i	i	i	-9	i	i
Cn1c(=O)c2c(ncn2CC(=O)Nc2ccc(N3CCOCC3)cc2)n(C)c1=O	i	i	i	i	i	i	i	i	-9	i	i
CN1C[C@@H]2C(c3ccccc3)C3(c4ccccc4)CC2(C3)[C@H]1c1ccccc1 (some centres not stated)	i	i	i	i	i	i	i	i	-8	i	i
O=C(c1ccccc1[N+](=O)[O-])N1CCN(c2ccc(N3CCOCC3)nn2)CC1	i	i	i	i	i	i	i	i	-14	i	i
Cc1ccc(S(=O)(=O)NCCC(=O)Nc2cc(S(=O)(=O)N(C)C)ccc2C)cc1C	i	i	i	i	i	i	i	i	-5	i	i
Cc1cccc(S(=O)(=O)Nc2cccc3c2C(=O)c2ccccc2-3)c1	i	i	i	i	9*	i	i	i	-10	15*	i
Cc1cc(=O)[nH]c(Nc2ccc(N(C)C)cc2)n1	i	i	i	i	i	i	i	i	-8	i	i
Cc1c(N2C(=O)/C(=C3/C(=O)N(C)c4ccccc43)SC2=S)c(=O)n(-c2ccccc2)n1C	i	i	i	i	i	i	i	i	-10	i	i
CCc1nnc(NC(=O)CSc2nc(C)cc(C)c2C#N)s1	i	i	i	i	i	i	i	i	-9	i	i
COc1ccc(C(=O)Nc2ccccc2C(=O)N/N=C/c2ccccc2OC)cc1	i	i	i	i	i	i	i	i	-11	i	-13*
COc1cc(CN2CCCC(C(=O)c3ccccc3SC)C2)cc(OC)c1 (configuration not stated)	i	i	i	i	i	i	i	i	-12	i	i
NCCOc1ccccc1OCCN	i	i	i	i	i	i	i	i	-3	i	i
Cc1ccc(/C=N/NC(=O)Cn2nc(C)c([N+](=O)[O-])c2C)o1	i	i	i	i	i	i	i	i	1	i	i
COC(=O)Cc1ccc(NC(=S)NCc2ccc(OC)cc2)cc1	i	i	i	i	i	i	i	i	-6	i	i
Cc1ccc(CN2CC(C(=O)N3CCN(S(=O)(=O)c4ccc(C(C)C)cc4)CC3)CC2=O)cc1 (configuration not stated)	i	i	i	i	i	i	i	i	-13	i	i
CC(=O)N(/N=C1\Sc2ccccc2C1=O)c1ccc(C)cc1C	i	i	i	i	i	i	i	i	-7	i	i
CCc1ccc(OCc2nc(-c3ccccn3)no2)c(Br)c1	i	i	i	i	i	i	i	i	-4	i	i
CC1=CC(C)(C)N(C(=O)c2ccccc2)c2ccccc21	i	i	i	i	i	i	i	i	-14	i	i
O=C(CSc1ccccn1)c1ccc(F)cc1	i	i	i	i	i	i	i	i	-7	i	i
COC(=O)CSc1nc2ccc(C)cc2cc1C#N	i	i	i	i	i	i	i	i	-9	i	i
CCOC(=O)c1ccc2c(c1)NCc1cccc(OC)c1O2	i	i	28*	i	i	i	i	i	1	i	i
CN(C)Cc1nc2ccccc2c(=O)n1Cc1nc(-c2cc3ccccc3o2)cs1	i	i	i	i	i	i	i	i	-7	i	i
CN(C)N1C(N)=C(C#N)C(c2ccc(F)cc2)C2=C1CC(C)(C)CC2=O (configuration not stated)	i	i	i	i	i	i	i	i	-3	i	i
COc1ccc(N2CCN(C(CNC(=O)C(=O)NCCCn3ccnc3)c3cccnc3)CC2)cc1 (configuration not stated)	i	i	i	i	i	i	i	i	-5	i	i
C[C@H](NC(=O)OC(C)(C)C)c1nnc(SCC(=O)Nc2cccc(Cl)c2)o1	i	i	i	i	i	i	i	i	-6	i	i
COc1ccc(C(=O)Nc2ccc(NC(=O)c3ccccc3OC)nc2)cc1	i	i	i	i	i	i	i	i	-6	i	i
CN(CCc1ccccn1)C(=S)Nc1ccc(Cl)cc1Cl	i	i	i	i	i	i	i	i	2	i	i
O=C(c1cccc(-n2cccc2)c1)N1CCN(S(=O)(=O)c2c(F)cccc2F)CC1	i	i	i	i	i	i	i	i	-14	i	i
O=C(OCc1ccccn1)C1CCN(C(=O)c2ccc(Cl)cc2)CC1	i	i	i	i	i	i	i	i	-10	i	i
COc1ccc(NC(=O)CCN2CCN(S(=O)(=O)c3cc(Cl)ccc3Cl)CC2)cc1	i	i	i	i	i	i	i	i	-8	i	i
CC(=O)Nc1ccc(NC(=O)c2ccc(N(C)S(=O)(=O)c3ccc(C)cc3)cc2)cc1	i	i	i	i	i	i	i	i	-6	i	i
COCCn1c(=NC(=O)/C=C/c2cccs2)sc2cc(NC(C)=O)ccc21	i	i	i	i	i	i	i	i	-10	i	i
COc1ccc(C2CC(c3ccccc3)=NN2C(=O)COC(=O)c2cc(S(=O)(=O)N3CCOCC3)ccc2Cl)cc1 (configuration not stated)	i	i	i	i	i	i	i	i	-10	i	i
CC(=O)CCc1c(C)[nH]c2ccccc2c1=O	i	i	i	i	i	i	i	i	-1	i	i
c1ccc(CCNC2=NCCCS2)cc1	i	i	i	i	i	i	i	i	-8	i	i
CCCCc1c(C)nc2ccccc2c1SCCC(=O)O	i	i	i	i	i	i	i	i	-6	i	i
CCN(c1ccccc1)S(=O)(=O)c1cc(NC(=O)COC(=O)C2CC2)ccc1Cl	i	100*	i	i	i	i	i	i	-19	i	i
COC(=O)COc1ccc2cc(-c3ccccc3)c(=O)oc2c1	i	i	i	i	i	i	i	i	-6	i	i
CCN(CC)c1cccc(OC(=O)c2cccnc2Cl)c1	i	i	i	i	i	i	i	i	-3	i	i
Cn1c(SCC(=O)Nc2ccc(NC(=O)c3cccc(F)c3)cc2)nnc1-c1ccncc1	i	i	i	i	i	i	i	i	-9	i	i
CCN1C(=O)[C@H]2[C@@H](c3ccc(C)cc3)N3C(=O)N(c4cccc(Cl)c4)C(=O)[C@@]3(CC(C)C)[C@H]2C1=O	i	i	i	i	i	i	i	i	-11	i	i
Cc1ccnc(NC(=O)C2CCN(S(=O)(=O)c3ccc4c(c3)CC(C)N4C(=O)C3CCC3)CC2)c1 (configuration not stated)	i	25*	i	i	i	i	i	i	-13	i	i
CCCCC1S/C(=N/N=C/c2ccc(OC)cc2)N(Cc2ccc(OC)cc2)C1=O (configuration not stated)	i	i	i	i	i	i	i	i	-12	i	i
Cn1ncc(Cl)c1C(=O)Nc1ccncc1	i	i	i	i	i	i	i	i	-14	i	i

(more compounds)
SMILES	KCNK3 block	TMEM16A inh	MrgX1 agonist	ANO1 activ	KCNQ1 pot	KCNQ1 inh	RGS4 pot	RGS4 block	hERG protect	MrgX1 allo act	KCNK9 inh
CN1CCN(CCOc2cccc(Cl)c2)CC1	i	i	i	i	i	i	i	i	-12	i	i
C=CCn1c(SCn2nnc3ccccc3c2=O)nc2scc(-c3cccs3)c2c1=O	i	i	i	i	i	i	i	i	-12	i	i
CCOCCCNC(=O)c1ccc(OC2CCN(C(C)=O)CC2)c(OC)c1	i	i	i	i	i	i	i	i	-7	i	i
COc1ccc(OCCSc2nnc(-c3ccc(OC)cc3)n2N)cc1	i	i	i	i	i	i	i	i	-11	i	i
CC(C)(C)OC(=O)N1CCC[C@H]1c1nnc(SCc2ccccc2F)o1	i	i	i	i	i	i	i	i	-6	i	i
CC(Oc1ccc(-c2ccccc2)c(F)c1)c1ccn(S(=O)(=O)c2ccc(Br)cc2)n1 (configuration not stated)	i	i	i	i	i	i	i	i	-8	i	i
CCc1ccc(S(=O)(=O)NC(=S)NC2CCCCC2)cc1	i	i	i	i	23*	i	i	i	21*	16*	i
CCCC(=O)Nc1cc(C(=O)O)ccc1Sc1ccc(C)cc1	i	i	i	i	i	i	i	i	-2	i	i
O=C(NNC(=O)C1CCN(S(=O)(=O)c2ccc(Cl)cc2)CC1)c1ccccc1O	i	i	i	i	i	i	i	i	-8	i	i
